VEEV TC-83 Vero = inhibitors of VEEV TC-83 cytopathic effect, confirmation, Vero cells (AID 588727); one-dose inhibition, % at 20 µM; IC50 in µM for titrated hits; 0.13% of 350,000 active; Vero cells, VEEV TC-83 cytopathic effect inhibition; higher % means a stronger effect; in the data active means a potency from the dose series; inconclusive means inhibition mostly from about 14% at the one dose, without a potency; inactive means the rest, 99 in 100 with inhibition below about 12%; further: strong numbers were not always called active
M. tuberculosis = growth inhibition of non-replicating M. tuberculosis (AID 488890); 0.39% of 320,000 active; inhibition, % at 25 µM, or IC50 in µM where a hit was titrated; Mycobacterium tuberculosis non-replicating, growth inhibition; higher % means a stronger effect; in the data active means a potency from the dose series; inconclusive means inhibition mostly from about 82% at the one dose, without a potency; inactive means the rest, 99 in 100 with inhibition below about 76%;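 further: plate controls were DMSO cells for no effect and high antibiotic wells for full effect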
M. tuberculosis HTS = M. tuberculosis growth inhibition, HTS (AID 449762). M. tuberculosis H37Rv growth inhibition, 7H9 media; higher % means a stronger effect. inhibition, % at 25 µM; hits with a dose series show IC50 in µM. 0.59% of 330,000 active; in the data active means a potency from the dose series; inconclusive means inhibition above about 70% without an active follow-up result;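 further: bacterial growth assessed after seven days of incubation; strong numbers were not always called active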
Salmonella PhoP GFP = PhoP regulon inhibitors, Salmonella typhi PhoP promoter GFP reporter, confirmatory (AID 1850); Salmonella Typhi PhoP-promoter GFP reporter, fluorescence, 4 h; higher % means a stronger effect; inhibition, % at 50 µM, or IC50 in µM where a hit was titrated; 0.33% of 310,000 active; in the data active means a potency from the dose series; inconclusive means inhibition mostly from about 25% at the one dose, without a potency; inactive means the rest, 99 in 100 with inhibition below about 19%;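 further: 0% = induced wells with vehicle and 100% = uninduced wells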
influenza NS1A = H1N1 influenza NS1A inhibitors, functional cell based assay (AID 504329); NS1A functional cell-based assay, percent inhibition; higher % means a stronger effect; inhibition, % at 12.5 µM; hits with a dose series show IC50 in µM; 0.3% of 340,000 active; in the data active means a potency from the dose series; inconclusive means inhibition above about 27% without an active follow-up result; further: strong numbers were not always called active
VEEV TC-83 Vero 10K pilot screen = further read-out of VEEV TC-83 Vero, marked with its call; inhibition, %; measured here: 10K pilot screen inhibition
* = called active by the depositor; i = inactive; u = inconclusive; x = not tested or not shown.

SMILES	VEEV TC-83 Vero	M. tuberculosis	M. tuberculosis HTS	Salmonella PhoP GFP	influenza NS1A	others
COC(=O)c1[nH]nc2c1C(=O)N(Cc1ccccc1)C2=O	0.1%	3%	-13%	0%	3%
COc1ccccc1Oc1ccc(NC(=O)c2ccccc2)cc1	0.2%	-2%	1%	0%	-9%
O=C(Nc1ccc(F)c(S(=O)(=O)N2CCOCC2)c1)C1CCCCC1	7.9%	8%	0%	x	-7%
COC(=O)c1cccc(S(=O)(=O)N2CCCC2)c1	2.0%	-2%	4%	-2%	-1%
CC1(C)CC(n2[nH]c(=O)c3c2NC(=O)CSC3c2ccccc2)CCO1 (stereo unspecified)	0.9%	14%	-2%	9%	-6%
COCCN(Cc1nc(-c2ccc(C(F)(F)F)cc2)no1)C(C)C	0.5%	16%	-2%	2%	-6%
O=C(COc1ccc(Cl)cc1)Nc1nc(-c2ccncc2)cs1	1.9%	21%	-14%	-9%	-5%
N#Cc1cc([N+](=O)[O-])ccc1NC(=O)COC(=O)C12CC3CC(CC(C3)C1)C2	x	51%	-2%	1%	x
COc1cc(OC)c(NC(=O)c2sc3ncn(CC(=O)N4CCOCC4)c(=O)c3c2C)cc1Cl	10%	0%	-2%	0%	0%
Cc1ccc(C(=O)Nc2cc(C)nn2CCC#N)cc1	0.2%	-5%	2%	4%	11%
Cc1n[nH]c(C)c1Sc1ccccc1[N+](=O)[O-]	0.4%	8%	-2%	-3%	-5%
COCCOc1ccc(C(F)(F)F)cc1NC(=O)c1ccc(C(F)(F)F)cc1	1.7%	9%	8%	-6%	-9%
CSc1ccccc1NC(=O)CN(C)C(=O)C(C)SCc1nc2sc(C)c(C)c2c(=O)[nH]1 (stereo unspecified)	7.3%	x	x	x	-6%
Cc1occc1C(=O)Nc1cccc([N+](=O)[O-])c1	0.4%	13%	-4%	3%	2%
Fc1ccc(-c2nc3n(n2)Cc2ccccc2-3)cc1	6.7%	-1%	-2%	-12%	7%
COc1ccccc1CNC(=O)[C@@H]1CCCN1C(=O)[C@@H]1Cc2ccccc2CN1C(=O)OC(C)(C)C	0.4%	11%	-2%	-15%	-1%
Cc1cc(C(=O)COc2ccc([N+](=O)[O-])cc2)c(C)n1C1CC1	i	52%	-1%	-2%	12%
C[C@@H]1NC(=O)[C@H](CCC(=O)O)NC(=O)c2cc([N+](=O)[O-])cc(F)c2NCCC[C@@H](C(N)=O)NC1=O	0.2%	4%	0%	8%	3%
CC(C)C(=O)Nc1nc2c(ncn2C2CC(O)C(CO)O2)c(=O)[nH]1 (stereo unspecified)	1.7%	3%	-2%	7%	6%
O=C(Cc1c[nH]c2ccccc12)N/N=C/c1ccccc1O	13%	36%	14%	9%	-30%

No new results follow: an excerpt of the list.
SMILES	VEEV TC-83 Vero	M. tuberculosis	M. tuberculosis HTS	Salmonella PhoP GFP	influenza NS1A	others
COC(=O)c1[nH]nc2c1C(=O)N(Cc1ccccc1)C2=O	0.1%	3%	-13%	0%	3%
COc1ccccc1Oc1ccc(NC(=O)c2ccccc2)cc1	0.2%	-2%	1%	0%	-9%

(more compounds)
SMILES	VEEV TC-83 Vero	M. tuberculosis	M. tuberculosis HTS	Salmonella PhoP GFP	influenza NS1A	others
Cn1c(=O)oc2cc(S(=O)(=O)N3CCC(N4CCCCC4)CC3)ccc21	0.7%	-17%	-5%	9%	-50%	VEEV TC-83 Vero 10K pilot screen=0.2
N#Cc1ccccc1S(=O)(=O)N1CCN(c2cnccn2)CC1	1.3%	-2%	-5%	-11%	-2%
CC(C)c1ccc(/C=C2\C(=O)N(CCN3CCOCC3)C(=S)N2C)cc1	4.2%	31%	56%	2%	x
COC(=O)[C@@]1(Cc2ccccc2)[C@H]2C(=O)N(Cc3ccccc3)C(=O)[C@H]2[C@H]2CN=C(SC)N21	i	x	x	x	-7%
O=C1CCN(Cc2ccccc2)C=C1c1ccc(C(F)(F)F)cc1	0.2%	55%	-1%	x	-3%
Clc1ccccc1-c1nc(N/N=C/c2cccnc2)c2ccccc2n1	5.4%	3%	9%	-3%	-4%
COc1ccc(N2CCN(C(=O)CCCCCn3c(=O)[nH]c4ccsc4c3=O)CC2)cc1	8.5%	30%	-3%	-1%	-11%
c1ccc(OCc2nn3c(-c4n[nH]c5c4CCC5)nnc3s2)cc1	5.0%	u	54%	2%	-1%
CC(=O)c1ccc(N(C(=O)c2csnn2)C(C(=O)NC(C)(C)C)c2cccs2)cc1 (stereo unspecified)	0.7%	12%	16%	-13%	-6%
COC(=O)[C@@H](NCc1cccc(CN([C@H](C(=O)OC)C(C)C)S(C)(=O)=O)c1)C(C)C	i	22%	5%	3%	12%	VEEV TC-83 Vero 10K pilot screen=0.0
Cc1cc(C)c(NC(=O)CNC(=O)c2ccc3c(=O)n4c(nc3c2)CCC4)c(C)c1	0.0%	-9%	-12%	x	-5%
O=C(Nc1ccc(Cc2ccncc2)cc1)C1CCC(N2C(=O)C3C4C=CC(C5CC45)C3C2=O)CC1 (stereo unspecified)	7.7%	41%	46%	-2%	10%
Cn1nc(-c2ccccc2)c(N2CCCCC2)cc1=O	2.8%	5%	-7%	2%	-3%
CCOc1[nH]n(-c2ccccc2)c(=O)c1C=Nc1ccccc1	1.3%	21%	19%	-7%	4%
CCCCN(C(=O)C1CSC2(C)CCC(=O)N12)c1c(N)n(CC(C)C)c(=O)[nH]c1=O (stereo unspecified)	0.3%	-10%	-16%	x	-22%
C/C(=N\NC(=O)c1nnn(-c2nonc2N)c1-c1cccs1)c1ccncc1	0.9%	-43%	3%	4%	0%
Cc1ccc(C(=O)C2=C(O)C(=O)N(CC3CCCO3)C2c2ccccc2F)o1 (stereo unspecified)	0.5%	7%	7%	2%	0%
Cc1cc(N/C=C\c2nnnn2-c2ccc(F)cc2)no1	0.1%	-1%	1%	-2%	5%
c1ccc(Cn2nnnc2C(c2cccnc2)N2CCN(c3ccccc3)CC2)cc1 (stereo unspecified)	3.7%	21%	-4%	-4%	10%
Cc1ccc(CCN2CCN=C2Nc2ccccc2)cc1	0.2%	-13%	8%	1%	13%	VEEV TC-83 Vero 10K pilot screen=0.4

Structures above containing a tert-butyl group, in the order listed:
SMILES	VEEV TC-83 Vero	M. tuberculosis	M. tuberculosis HTS	Salmonella PhoP GFP	influenza NS1A	others
COc1ccccc1CNC(=O)[C@@H]1CCCN1C(=O)[C@@H]1Cc2ccccc2CN1C(=O)OC(C)(C)C	0.4%	11%	-2%	-15%	-1%
CC(=O)c1ccc(N(C(=O)c2csnn2)C(C(=O)NC(C)(C)C)c2cccs2)cc1 (stereo unspecified)	0.7%	12%	16%	-13%	-6%

By substructure, the entries above containing a Cl atom
SMILES	VEEV TC-83 Vero	M. tuberculosis	M. tuberculosis HTS	Salmonella PhoP GFP	influenza NS1A	others
O=C(COc1ccc(Cl)cc1)Nc1nc(-c2ccncc2)cs1	1.9%	21%	-14%	-9%	-5%
COc1cc(OC)c(NC(=O)c2sc3ncn(CC(=O)N4CCOCC4)c(=O)c3c2C)cc1Cl	10%	0%	-2%	0%	0%
Clc1ccccc1-c1nc(N/N=C/c2cccnc2)c2ccccc2n1	5.4%	3%	9%	-3%	-4%

Going on with the list.
SMILES	VEEV TC-83 Vero	M. tuberculosis	M. tuberculosis HTS	Salmonella PhoP GFP	influenza NS1A	others
Cc1cc(=O)[nH]c(SCCCOc2ccc3c(c2)CCC3)n1	i	54%	3%	8%	5%
CCn1cc(CN2CCCC(CNS(=O)(=O)c3ccc(OC)cc3)C2)cn1 (stereo unspecified)	0.2%	x	x	x	-15%
CC(C)Nc1ccc(C(CC(N)=O)NC(=O)Cc2ccc(Cl)cc2)cc1[N+](=O)[O-] (stereo unspecified)	i	25%	-5%	14%	6%
Cc1cc(C)nc(N2CCCC(C(=O)NCCc3ccccc3F)C2)n1 (stereo unspecified)	1.0%	2%	5%	-2%	3%
COc1cccc(CN2CCNC(=O)C2CC(=O)NCCc2nc(C)c(C)s2)c1OC (stereo unspecified)	0.2%	19%	-2%	-1%	-8%
COCCN(C(=O)CN1CCc2ccccc21)c1c(N)n(Cc2ccccc2)c(=O)[nH]c1=O	7.0%	26%	2%	x	0%
CCOC(=O)c1nnc2c(Br)c(-c3ccccc3)nn2c1C	5.7%	23%	-1%	-4%	-4%
CC1=C(C(=O)N2CCCC(N3CCN(c4ccccc4F)CC3)C2)OCCO1 (stereo unspecified)	1.2%	4%	-16%	-5%	-9%
CN(C)c1ccc(-c2nn3c(-c4cccnc4)nnc3s2)cc1	x	1%	-3%	-1%	x
CCc1ccc(C2=NN(CCC(=O)NC3CC3)C(=O)CC2)cc1	x	-2%	-3%	0%	x
COc1ccc(-c2noc(CNC(=O)c3ccc4c(c3)OCO4)n2)cc1OC	2.5%	-9%	0%	10%	0%
Cc1ccc(S(=O)(=O)NCCCC(=O)C=[N+]=[N-])cc1	2.7%	2%	-2%	4%	4%
COC(=O)C(Cc1ccccc1)NC(=O)CNS(=O)(=O)c1ccc(Br)cc1 (stereo unspecified)	i	-2%	7%	7%	-1%
COc1cccc(NC(=O)COC(=O)c2c(F)cccc2F)c1	0.7%	55%	4%	-1%	6%
COc1cc(CNCCCN2CCOCC2)ccc1OCC(=O)Nc1cccc(C(F)(F)F)c1	0.7%	18%	0%	8%	1%
Cc1cccc(NC(=O)CCN2C(=O)C3C4CCC(C4)C3C2=O)c1C (stereo unspecified)	i	-4%	-6%	-11%	1%
Clc1ccc(-c2nnc(NCCN3CCCC3)c3ccccc23)cc1	0.8%	48%	-6%	7%	25%
COCCCNCC(=O)c1c(N)n(Cc2ccccc2)c(=O)n(C)c1=O	1.3%	-2%	5%	2%	4%
COc1ccc2c(COC(=O)c3cccc(S(=O)(=O)NCC(C)C)c3)cc(=O)oc2c1	1.6%	23%	-1%	0%	0%
CC(=O)Nc1ccc2nc(CN3CCC(CO)(CCc4ccccc4)CC3)ccc2c1	1.6%	32%	-7%	2%	-3%
COC(=O)CCN(C(=O)c1ccc([N+](=O)[O-])cc1)c1ccccn1	2.5%	9%	7%	2%	7%
CN(C)CCCN(C(=O)c1cccs1)c1nc2cc3c(cc2s1)OCO3	0.5%	-12%	1%	2%	0%
Cc1ccc(NS(=O)(=O)c2cc(C(=O)N3CCCC3)ccc2C)cc1C	6.6%	-15%	1%	-2%	4%

Molecules shown so far that have bromine, in the order listed:
SMILES	VEEV TC-83 Vero	M. tuberculosis	M. tuberculosis HTS	Salmonella PhoP GFP	influenza NS1A	others
CCOC(=O)c1nnc2c(Br)c(-c3ccccc3)nn2c1C	5.7%	23%	-1%	-4%	-4%
COC(=O)C(Cc1ccccc1)NC(=O)CNS(=O)(=O)c1ccc(Br)cc1 (stereo unspecified)	i	-2%	7%	7%	-1%
